hIAP act = human IAP activation. purified human IAP, CDP-Star luminescence, 30 min; hits give high values; 1 = vehicle-only enzyme, 0 = enzyme-free background. hit rate 0.16% among 330,000. P09923. activation factor at 10 µM. AID 2524;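 active = activation factor of the enzyme at least 2-fold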; also: the source names both 10 and 20 µM as test concentration; values of inactives mirror those of a sister screen read the other way
Target sequence (P09923 whole entry, looked up): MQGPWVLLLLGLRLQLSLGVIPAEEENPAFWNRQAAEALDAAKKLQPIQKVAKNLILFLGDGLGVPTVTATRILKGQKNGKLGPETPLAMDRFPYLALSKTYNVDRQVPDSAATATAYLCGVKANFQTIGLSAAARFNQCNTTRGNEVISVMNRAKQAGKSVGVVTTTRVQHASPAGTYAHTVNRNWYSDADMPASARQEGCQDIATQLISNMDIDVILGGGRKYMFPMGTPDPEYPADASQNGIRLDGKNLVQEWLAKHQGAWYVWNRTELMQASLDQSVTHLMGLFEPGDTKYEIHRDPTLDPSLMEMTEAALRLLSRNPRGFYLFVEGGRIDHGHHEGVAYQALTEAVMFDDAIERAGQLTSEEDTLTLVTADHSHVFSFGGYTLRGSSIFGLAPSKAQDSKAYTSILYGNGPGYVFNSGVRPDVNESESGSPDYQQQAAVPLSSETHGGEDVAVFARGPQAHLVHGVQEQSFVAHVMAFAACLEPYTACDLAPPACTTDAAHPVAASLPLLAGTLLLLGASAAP
hIAP block = human IAP inhibition. purified IAP, CDP-Star luminescence, 30 min. inhibition, % at 10 µM. P09923. hit rate 0.12% among 330,000. AID 2544;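 active = inhibition reaching a set limit with compound at 10 µM in the primary screen, cut at about 35% in these data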;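 also: plate controls were DMSO wells with enzyme for no effect and no-enzyme buffer wells for full effect; values of inactives mirror those of a sister screen read the other way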
APOBEC3A inh = inhibitors of human APOBEC3A DNA deaminase; P31941; recombinant A3A, FAM/TAMRA ssDNA deamination fluorescence; inhibition, % at 20 µM; hit rate 0.41% among 330,000; AID 493011;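 active = at least 40% inhibition at 20 µM here, with at most 30% in a related deaminase screen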;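 also: plate controls were A3A with DMSO for no effect and wells lacking A3A enzyme for full effect; some results filed as inactive read as strong as hits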
Target sequence (P31941 whole entry, looked up): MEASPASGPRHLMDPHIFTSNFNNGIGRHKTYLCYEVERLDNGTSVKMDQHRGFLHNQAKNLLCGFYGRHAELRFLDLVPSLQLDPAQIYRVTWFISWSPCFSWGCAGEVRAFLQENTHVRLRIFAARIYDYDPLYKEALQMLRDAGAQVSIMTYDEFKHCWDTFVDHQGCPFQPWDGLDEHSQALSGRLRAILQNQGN
mIAP block = mouse IAP inhibition; purified mouse IAP, CDP-Star luminescence, 30 min; inhibition, % at 10 µM; AID 2806; hit rate 0.2% among 330,000;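 active = inhibition of at least 40% at 10 µM in the primary screen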;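 also: plate controls were DMSO with enzyme for no effect and no enzyme wells for full effect; values of inactives mirror those of a sister screen read the other way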
A3G deaminase = APOBEC3G (human) deaminase inhibition. recombinant A3G, ssDNA deamination FAM/TAMRA fluorescence. inhibition, % at 20 µM. hit rate 0.28% among 330,000;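 active = inhibition of at least 40% at 20 µM, with no more than 30% in the related APOBEC3A deaminase screen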;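 also: plate controls were DMSO wells with A3G for no effect and wells lacking A3G enzyme for full effect; some compounds called inactive have numbers as strong as hits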
Target sequence (Q9HC16 whole entry, looked up): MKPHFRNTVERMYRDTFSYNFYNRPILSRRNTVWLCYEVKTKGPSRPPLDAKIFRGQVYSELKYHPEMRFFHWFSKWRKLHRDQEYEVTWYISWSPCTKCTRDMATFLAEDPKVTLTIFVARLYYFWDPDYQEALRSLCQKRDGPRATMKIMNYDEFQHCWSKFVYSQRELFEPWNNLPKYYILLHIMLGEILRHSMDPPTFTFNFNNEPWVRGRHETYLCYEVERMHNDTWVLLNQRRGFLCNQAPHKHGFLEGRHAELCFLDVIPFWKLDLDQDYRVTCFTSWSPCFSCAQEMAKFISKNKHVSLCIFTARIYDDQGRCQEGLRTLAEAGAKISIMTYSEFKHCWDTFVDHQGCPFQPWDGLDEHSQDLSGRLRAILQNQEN
mIAP activ = increases mouse intestinal alkaline phosphatase activity; muIAP, CDP-Star luminescence, 30 min; hits give high values; 1 = vehicle-only enzyme signal, 0 = enzyme-free wells; activation factor at 10 µM; AID 2805; hit rate 0.24% among 330,000;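 active = activation factor of at least 2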; also: the source names both 10 and 20 µM as test concentration; values of inactives mirror those of a sister screen read the other way
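Assay system: mouse IAP enzyme; Reagent: CDP-Star chemiluminescent phosphatase substrate; Compound: DMSO-dissolved test compounds; Incubation: 30 min, room temperature; Technique: luminescence from enzymatic CDP-Star hydrolysis; Controls: DMSO-only wells and no-enzyme negative control.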
ATG4B inhibitor = ATG4B (human) cysteine protease inhibition; Q9Y4P1; ATG4B cleavage of LC3-PLA2, NBD-HPC fluorescence, 1 h; inhibition, % at 8.33 µM; hit rate 0.51% among 340,000; AID 504462; in the data active = inhibition above about 40%
beta cell repl = MIN6 beta-cell proliferation induction | MIN6 cells proliferation, ATPlite luminescence, 48 h; cells starved in 0.2% serum; 100% = growth in 10% serum | proliferation, % at 10 µM | hit rate 0.29% among 330,000 | AID 2380;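 active = compounds whose signal lies at least 3.5 SD above the mean of all wells on their plate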;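 also: 0% = DMSO-treated cells in low-serum medium and 100% = 10% serum control; some compounds called inactive have numbers as strong as hits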
MPTP inh = blocks calcium-induced mitochondrial swelling | isolated mouse mitochondria, Ca2+ swelling absorbance, 30 min | inhibition, % at 10 µM | hit rate 1.4% among 360,000;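 active = inhibition of 50% or more, scaled per plate between neutral and stimulator controls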;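 also: 0% = DMSO wells given calcium and 100% = 1 mM EGTA wells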
Numbers without * were called inactive; · = no result given; & = joins results of further samples.

SMILES | hIAP act | hIAP block | APOBEC3A inh | mIAP block | A3G deaminase | mIAP activ | ATG4B inhibitor | beta cell repl | MPTP inh
Cc1onc(-c2ccccc2Cl)c1C(=O)Nc1ccc(S(=O)(=O)N2CCCC2)cc1 | 1.1 | -12 | -1 | -6 | -5 | 1.1 | -17 | -2 | -1.6
O=C(Nc1nc2cc3c(cc2s1)OCCO3)c1cccc(N2C(=O)CCC2=O)c1 | 1 | -2 | 3 | 3 | 5 | 0.97 | -1 | -7 | -0.4
Cc1ccc(C(=O)OCc2nc3ccsc3c(=O)[nH]2)o1 | 1 | -2 | 3 | -6 | -8 | 1.1 | 1 | -4 | -1.1
COc1ccc(Nc2nnc(-c3ccc(C(=O)NCCO)cc3)c3ccccc23)cc1 | 0.9 | 10 | 4 | -16 | 15 | 1.2 | 3 | -2 | -1.7
CCc1nnc(NC(=O)CSc2nc3c(c(=O)n2CC)SC(C)C3)s1 (stereo not given) | 0.87 | 13 | -3 | 12 | -1 | 0.89 | -4 | 2 | -0.9
COc1ccc2[nH]c(C)c(CN3CCC(C)CC3)c(=O)c2c1 | 0.95 | 5 | 0 | -11 | -3 | 1.1 | -3 | -2 | 0.8
O=C(NCc1ccccn1)C1CCN(C(=O)c2cc3sccc3n2Cc2ccc(F)cc2)CC1 | 1 | -1 | 0 | 3 | -3 | 0.97 | 4 | 4 | 1.5
O=C(N/N=C/c1ccco1)c1cc(-c2ccccc2)nc2ccccc12 | 1.3 | -31 | -2 | 9 | 3 | 0.91 | 1 | -3 | -0.5
CCOc1cc(C(=O)Nc2ccccc2F)cc(Br)c1OCC | 0.98 | 2 | 6 | 3 | -1 | 0.97 | 1 | -1 | 5.5
Cc1cc(NC(=O)COC(=O)c2ccc([N+](=O)[O-])cc2Cl)no1 | 0.94 | 6 | -2 | -7 | -7 | 1.1 | 5 | 2 | -0.5
CCOC(=O)N1CCC(N2CCCC(C(=O)c3cc(C)c(OC)c(C)c3)C2)CC1 (stereo not given) | 1.1 | -13 | -3 | 4 | -7 | 0.96 | -4 | -2 | 2.3
O=[N+]([O-])c1cc(Cl)ccc1Oc1ccc(-c2nnco2)cc1 | 0.9 | 10 | -1 | 4 | -2 | 0.96 | 0 | -2 | -0.1
O=C(Nc1ccc(Cl)c(Cl)c1)Nc1nccs1 | 1.1 | -7 | -7 | 15 | -7 | 0.85 | 1 | -6 | 87*
Cc1ccc(S(=O)(=O)N(C)C)cc1NC(=O)c1c(-c2c(F)cccc2Cl)noc1C | 0.99 | 1 | 1 | -2 | -4 | 1 | 3 | 0 | 0.1
COc1ccccc1NS(=O)(=O)c1ccc(Cl)c(NC(=O)c2sc3cc(Cl)ccc3c2Cl)c1 | 0.99 | 1 | -1 | 7 | 0 | 0.93 | 1 | -2 | -0.3
COc1ccc2cc(/C=N/O)c(Cl)nc2c1 | 0.76 | 24 | -2 | -2 | -6 | 1 | -10 | 4 | 4.5
CCCn1c(SCC(=O)Nc2c(C)cccc2CC)nnc1C(C)C | 0.96 | 4 | 1 | 2 | 1 | 0.98 | -2 | 2 | -0.2
CCN(CC)c1ccc(NS(=O)(=O)c2ccc(OC)cc2)cc1 | 1.1 | -6 | -1 | 15 | -8 | 0.85 | 3 | -4 | -0.8
O=C1CSC(c2cccnc2)N1c1ccc(Cl)cc1 (stereo not given) | 1 | -4 | 2 | 0 | -7 | 1 | -3 | -2 | 0.2
Cc1cc(OCCN2CCOCC2)ccc1Cl | 1.2 | -16 | 0 | 6 | -3 | 0.94 | -4 | -3 | -0.9

4 entries drawn at random from those above:
SMILES | hIAP act | hIAP block | APOBEC3A inh | mIAP block | A3G deaminase | mIAP activ | ATG4B inhibitor | beta cell repl | MPTP inh
Cc1cc(NC(=O)COC(=O)c2ccc([N+](=O)[O-])cc2Cl)no1 | 0.94 | 6 | -2 | -7 | -7 | 1.1 | 5 | 2 | -0.5
Cc1onc(-c2ccccc2Cl)c1C(=O)Nc1ccc(S(=O)(=O)N2CCCC2)cc1 | 1.1 | -12 | -1 | -6 | -5 | 1.1 | -17 | -2 | -1.6
COc1ccc2cc(/C=N/O)c(Cl)nc2c1 | 0.76 | 24 | -2 | -2 | -6 | 1 | -10 | 4 | 4.5
Cc1ccc(S(=O)(=O)N(C)C)cc1NC(=O)c1c(-c2c(F)cccc2Cl)noc1C | 0.99 | 1 | 1 | -2 | -4 | 1 | 3 | 0 | 0.1

Additional compounds.
SMILES | hIAP act | hIAP block | APOBEC3A inh | mIAP block | A3G deaminase | mIAP activ | ATG4B inhibitor | beta cell repl | MPTP inh
O=C(Nc1cccc(C(F)(F)F)c1)c1ccccc1NC(=O)C1CCCCC1 | 1.3 | -25 | -2 | 6 | -6 | 0.94 | 4 | -3 | 39
CCCNC(=O)NC(=O)CSc1nc(C)cs1 | 1 | -1 | -3 | -1 | -3 | 1 | -8 | -3 | -0.7
COc1ccc(CN2CCNC(=O)C2CC(=O)NC2CCCCCCC2)cc1OC (stereo not given) | 0.92 | 8 | -2 | 5 | -2 | 0.95 | -3 | 1 | -2.1
COc1ccc(/C=C/C(=O)N2CCN(C)CC2)cc1OC | 1 | -4 | -6 | -12 | -5 | 1.1 | 3 | -3 | -0.1
CC(NC(=S)NC1CCCCC1)C(c1ccccc1)N1CCOCC1 (stereo not given) | 1.1 | -11 | -1 | 4 | -3 | 0.95 | -3 | 1 | -2.4
Nc1nc(SCc2ccc([N+](=O)[O-])cc2)nc2nc3c(cc12)CCCC3 | 0.88 | 12 | -2 | 0 | -5 | 1 | 4 | 6 | 0.8
O=C(O)Cn1c2ccccc2c2ccccc21 | 0.84 | 16 | 0 | 8 | -4 | 0.92 | -8 | -1 | -0.7
Cc1ccc(C2(CC(=O)Nc3nccs3)CCOC(C(C)C)C2)cc1 (stereo not given) | 1 | -2 | 1 | -4 | -7 | 1 | -2 | 0 | 1.0
CC(=O)Nc1cccc(NC(=O)C(=O)Nc2ccc3c(c2)N(C(=O)C2CC2)CCC3)c1 | 1.1 | -5 | -2 | 10 | -4 | 0.9 | -5 | 2 | 1.3
COC(=O)c1ccc(C2/C(=C(/O)c3ccc(OC)cc3)C(=O)C(=O)N2Cc2ccco2)cc1 (stereo not given) | 0.84 | 16 | 5 | 2 | 12 | 0.98 | 6 | -1 | 3.7
O=C(CNc1cccc(C(F)(F)F)c1)N/N=C/c1ccccc1C(=O)O | 1.2 | -23 | 8 | 4 | 0 | 0.96 | -10 | 1 | 1.0
CCOC(=O)C1(Cc2ccc(OC)cc2)CCN(C(=O)c2cc(C)nn2C)CC1 | 1.1 | -12 | -6 | -8 | -8 | 1.1 | 6 | -1 | 4.8
COc1ccccc1CNCc1cccc(Oc2ccccc2)c1 | 1 | -1 | 2 | -4 | -11 | 1 | 0 | -3 | 3.6
CC(C)Cc1nc(NCCN2CCOCC2)c(C#N)c2c1COC(C)(C)C2 | 0.89 | 11 | -16 | 9 | -6 | 0.91 | -9 | 0 | -7.2
Cc1ccc(Cl)cc1-c1ccc(/C=N/n2cnnc2)o1 | 1.1 | -6 | 1 | -4 | 1 | 1 | -13 | -2 | 0.3
CCOC(=O)NC1Cc2ccccc2C1Sc1ccccn1 (stereo not given) | 1.1 | -9 | 7 | -9 | 2 | 1.1 | 0 | -2 | 0.4
CCN(CC)C(=O)CSC1=C(C#N)C(c2ccco2)C(C(=O)OCCOC)=C(C)N1 (stereo not given) | 0.91 | 9 | 9 | 19 | 1 | 0.81 | -9&-1 | -1 | -0.3&-1.7
CC1CCCN(C(=O)C2CCN(S(=O)(=O)c3cccc4nonc34)CC2)C1 (stereo not given) | 0.82 | 18 | -1 | 6 | -6 | 0.94 | 1 | 0 | -0.6
COc1cc(C(=O)N=C2SC3CS(=O)(=O)CC3N2c2ccccc2)cc(OC)c1OC (stereo not given) | 1.2 | -18 | -6 | -8 | -7 | 1.1 | 1 | -2 | 1.9
COC(=O)NNC(=O)Cc1cccc2ccccc12 | 0.89 | 11 | 1 | 5 | -2 | 0.95 | -6 | 1 | 0.7
COc1ccccc1-n1c(Cc2cccs2)n[nH]c1=S | 0.97 | 3 | 0 | 4 | 26 | 0.96 | -4 | -3 | 1.4
CC(C)(C)OC(=O)N[C@H](/C=C/c1ccccc1)C(=O)OC(C)(C)C | 1 | -2 | 7 | 2 | -3 | 0.98 | 22 | -2 | 5.7
O=C(NCCc1ccccc1Cl)c1ccc2nc3ccccc3c(=O)n2c1 | 0.91 | 9 | -1 | 2 | -4 | 0.98 | 3 | -6 | -0.4
COc1ccc(OC)c(CNC(=O)CCn2c(=O)c3cccn3c3ccc(F)cc32)c1 | 1.1 | -7 | -4 | 6 | -2 | 0.94 | 5 | -3 | -0.5
Cc1ccc(S(=O)(=O)NC(Cc2ccccc2)C(=O)O)cc1 (stereo not given) | 0.81 | 19 | 0 | 16 | -10 | 0.83 | 3 | 3 | -0.1
CC1(c2ccccc2)ON(c2ccccc2C(F)(F)F)C1=O (stereo not given) | 0.99 | 0 | -3 | 0 | -10 | 1 | · | -7 | ·
CCOC(=O)CCCn1nc(C)n2c(cc3sccc32)c1=O | 1.1 | -6 | 2 | -4 | 2 | 1 | -4 | 0 | -5.7
O=C(CSc1cccc[n+]1[O-])Nc1cccc(Oc2ccccc2)c1 | 0.97 | 3 | 1 | 11 | -1 | 0.89 | -14 | 0 | 1.0
COC(=O)c1cc(OC)c(OC)cc1NC(=S)N1CCN(C)CC1 | 1 | 0 | 3 | -3 | 0 | 1 | -18 | -2 | 0.5
CC1CC(C)CN(Cc2nc(N)nc(Nc3ccc4ccccc4c3)n2)C1 (stereo not given) | 0.97 | 3 | 1 | 1 | -2 | 0.99 | -7 | -4 | 63*
COc1ccc(NC(=O)C2CCCN(S(=O)(=O)c3cccnc3)C2)cc1 (stereo not given) | 0.88 | 12 | 1 | -4 | 0 | 1 | -12 | -2 | -3.1
Cc1ccc(NC(=O)NCCCN2CCCC2=O)cc1Cl | 0.9 | 10 | 0 | 4 | -2 | 0.96 | -6 | 4 | -0.3
COc1ccc(CCNS(=O)(=O)c2ccc(F)cc2)cc1OC | 1.1 | -7 | -3 | -8 | -5 | 1.1 | -7 | -1 | -0.5
CCOc1ccc(C2CC(=O)n3nc(C45CC6CC(CC(C6)C4)C5)nc3S2)cc1OC (stereo not given) | 0.98 | 2 | 0 | 22 | 1 | 0.78 | -9 | -2 | -2.0
O=C(O)CCCC(=O)Nc1ccc(OCc2nc3ccccc3s2)cc1 | 1.1 | -14 | -3 | 13 | 0 | 0.87 | 0 | -1 | -2.0
COC(=O)c1[nH]c2c(c1C)C(=O)CC(c1ccc(C)cc1)C2 (stereo not given) | 1 | -3 | -3 | 1 | -5 | 0.99 | -5 | -2 | -1.2
O=C(CNC1CCCCC1)NN=C(c1ccccc1)c1ccccc1 | 1 | -2 | -1 | -3 | -9 | 1 | 16 | -4 | 3.3
O=C(O)COc1c(F)c(F)c(C(F)(F)F)c(F)c1F | 0.88 | 12 | 1 | -4 | 10 | 1 | 2 | -2 | 5.7
Cc1ccc(C)c(-n2cc(CN3CCNC(=O)CC3)c(-c3ccccc3)n2)c1 | 1 | -2 | -1 | -3 | -3 | 1 | 9 | -3 | 1.0
CCCCn1c(N)c(N(CCOC)C(=O)c2ccc(Cl)c(S(=O)(=O)N3CCCC3)c2)c(=O)[nH]c1=O | 1.1 | -11 | 0 | 9 | -6 | 0.91 | -3 | 5 | -0.2
O=C(c1ccccc1)c1ccc(-n2ccnc2)c([N+](=O)[O-])c1 | 0.98 | 2 | -4 | -1 | -9 | 1 | -18 | -2 | 0.3
CN(CCc1ccccn1)Cc1ccc(Cl)c(Cl)c1 | 0.85 | 15 | 1 | 3 | -1 | 0.97 | 3 | -1 | 1.3
